NPYLR7 ag: mosquito NPYLR7 agonism; 270,000 compounds, 0.15% hits; activation, % at 10 µM; HEK293T NPYLR7/Galpha15, GCaMP6s calcium fluorescence; in the data active = activation above about 40%;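 also: 0% = vehicle and 100% = reference agonist at the receptor; some compounds past the cut are filed as inactive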
mcGAS lum: blocks mouse cGAS activity | inhibition, % at 12.5 µM | recombinant cGAS, Kinase-Glo ATP depletion luminescence | AID 1259399 | 160,000 compounds, 0.15% hits;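 also: 0% = negative control wells and 100% = reference inhibitor with no enzyme activity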
hcGAS inh: human cGAS inhibition; Q8N884; inhibition, % at 12.5 µM; recombinant h-cGAS, ATP depletion, Kinase-Glo luminescence; 290,000 compounds, 0.081% hits; AID 1259398;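 also: 0% = vehicle reaction and 100% = reaction without DNA for no activity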
Target sequence (Q8N884 whole entry, looked up): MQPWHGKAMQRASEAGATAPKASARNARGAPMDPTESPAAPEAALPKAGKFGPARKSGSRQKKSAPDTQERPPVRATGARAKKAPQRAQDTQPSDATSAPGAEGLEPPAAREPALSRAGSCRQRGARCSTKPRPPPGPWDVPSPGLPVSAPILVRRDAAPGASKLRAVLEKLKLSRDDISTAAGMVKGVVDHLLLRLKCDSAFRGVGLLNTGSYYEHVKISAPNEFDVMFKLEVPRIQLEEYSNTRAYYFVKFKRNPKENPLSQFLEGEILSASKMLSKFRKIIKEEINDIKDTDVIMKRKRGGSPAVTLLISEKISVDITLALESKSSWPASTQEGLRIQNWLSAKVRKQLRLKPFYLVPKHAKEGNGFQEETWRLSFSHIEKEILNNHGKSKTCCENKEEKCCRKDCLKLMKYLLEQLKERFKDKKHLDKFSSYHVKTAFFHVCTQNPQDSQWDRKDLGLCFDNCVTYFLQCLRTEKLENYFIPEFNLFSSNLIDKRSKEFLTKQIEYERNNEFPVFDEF
* marks the source's active call; other numbers are inactive results; . = not tested or not shown; & = joins results of further samples. Rule as the data show it, unless noted: active = inhibition above about 40%; inactive = the rest.

SMILES | NPYLR7 ag | mcGAS lum | hcGAS inh
CCOC1CCCN(C(=O)NCc2ncc(-c3ccccc3)o2)C1 (configuration not stated) | 10 | -6 | -6
CC(=O)N1CCN(c2ccc(OS(=O)(=O)c3cccc(C#N)c3)cc2)CC1 | 7 | . | -7
Cc1nc2ccc3nc(NC(=O)C(C)C)sc3c2s1 | -6 | . | -2
CC1CCCC(C)N1S(=O)(=O)c1ccc(NC(=O)C2CCC2)cc1 (configuration not stated) | 2 | -7 | -5
O=C(NCC1CCS(=O)(=O)C1)c1csc2nc(-c3cccc(C(F)(F)F)c3)cn12 (configuration not stated) | 12 | -12 | -2
O=C1c2ccccc2C(Cc2ccnc(F)c2)(Cc2ccnc(F)c2)c2ccccc21 | -13 | . | 1
CCOCCCN(CC(=O)N(Cc1cccn1Cc1ccccc1Cl)CC(C)C)C(=O)c1ccc(Cl)c([N+](=O)[O-])c1 | -2 | -4 | -7
COc1ccc(C=C(C#N)S(=O)(=O)c2ccc(Cl)cc2)c(OC)c1OC | 4 | -1 | -2
COc1ccc(NC(=O)Cn2c(-n3nc(C)cc3C)nc(C)c(C)c2=O)cc1 | -1 | -7 | -7
CCCCc1ncc(CN2CCN(Cc3ccc(F)c(F)c3)C(CCO)C2)[nH]1 (configuration not stated) | 1 | -7 | -9
CCC(=O)Nc1nnc(C)s1 | 3 | . | -7
COC(=O)c1ccc(CC2(C)C(=O)Nc3ccc(OC(F)(F)F)cc32)o1 (configuration not stated) | 4 | -1 | 0
Cc1ccc(O)c(C(=O)c2c[nH]c(-c3nnc4n3CCCCC4)c2)c1 | 4 | . | -4
O=C(C1CCN(Cc2ccco2)CC1)N1C[C@@H]2CNC[C@]2(C(=O)O)C1 | 14 | . | -9
CC1=C(C(=O)N(C)Cc2nc3ccc(C)cc3[nH]2)C(C)NC(=O)N1 (configuration not stated) | -1 | . | -13
O=C(O)c1c(Cl)c(Cl)c(Cl)c(Cl)c1C(=O)N1CCCC1 | -11 | . | -6
CC1(C)[C@@H]2CC[C@H](CNC(=O)c3cc(Cn4cnc5ccccc54)[nH]n3)[C@H]1C2 | -3 | . | -6
Cc1oc(C(=O)N(C)c2ccc(F)cc2)cc1S(N)(=O)=O | -11 | . | -9
O=C(CCCn1nc(-c2ccccc2)ccc1=O)Nc1nc2ccccc2s1 | 4 | -6 | -6
Cc1cc(NC(=O)N(C)CCCC(=O)OC(C)(C)C)no1 | 0 | . | -5
CC(C)c1cc(NC2CCN(C(=O)C3CCCC3)CC2)nc(N)n1 | . | -7 | -13
c1ccc(N2CCN(c3ccc4nncn4n3)CC2)cc1 | 3 | 0 | 0
CCCc1nnsc1C(=O)N1[C@@H]2CC[C@H]1CN(C)CC2 | . | -4 | -1
Cc1cc(C)cc(NC(=O)Cn2nc3ccc(SC4CCCCC4)nn3c2=O)c1 | 2 | -7 | -7
CCOC(=O)c1nn(CCC(F)(F)F)c2c1CN(C(=O)c1cc3ccccc3cn1)CC2 | 15 | -6 | -6
COc1cc(OC)cc(C(=O)Nc2cc(C(=O)Nc3ccc(Cl)cc3)ccc2N2CC3CC(C2)c2cccc(=O)n2C3)c1 (configuration not stated) | -5 | . | -6
O=c1c2nnn(Cc3ccc(F)cc3)c2ncn1Cc1ccc(C(F)(F)F)cc1 | 10 | . | -1
Cc1nnc(SCC(=O)Nc2cccc(I)c2)s1 | 7 | -5 | -6
COc1cc(NC(=O)CSc2ccc(-c3sc(-c4cccs4)nc3C)nn2)cc(OC)c1 | -2 | -2 | 0
CCOc1ccc(-n2nnnc2CN2CCN(C(=O)c3ccco3)CC2)cc1 | -2 | -6 | -6
COC(=O)c1ccccc1NC(=O)NNC(=O)C1(C)CC1(Cl)Cl (configuration not stated) | -12 | . | -2
O=C(CC1SC(=O)NC1=O)Nc1ccc(F)cc1 (configuration not stated) | 0 | . | -2
CCOC(=O)[C@@H]1[C@@H](OC)C(=O)N(C)C12CCN(C(=O)CC1CCCC1)CC2 | 17 | -2 | 3
COc1cccc(CC2(CO)CCCN(Cc3cn(C)nc3C)C2)c1 (configuration not stated) | -8 | -6 | -4
CCN(CC)c1nc(SC)ncc1CNCc1cc(OC)cc(OC)c1 | 13 | -3 | -3
Clc1c(-c2nnc(SCc3csc(-c4ccccc4)n3)o2)sc2ccccc12 | 0 | . | -6
COc1cc(C=C2C(=O)NC(=O)NC2=O)cc([N+](=O)[O-])c1O | 1 | -2 | -1
COc1cc(OC)cc(C(=O)Nn2cnc3c(cnn3-c3ccccc3)c2=O)c1 | 4 | . | -12
Cc1ccc2c(C)nc(N3CCCC(C(=O)N4CCC(Oc5ccccc5F)CC4)C3)nc2c1 (configuration not stated) | 7 | -26 | -8
C/C(=N/N=C1\NC(=O)C(CC(=O)Nc2ccccc2)S1)C(C)(C)C (configuration not stated) | 3 | . | -12

Next section; the last two above are carried over.
SMILES | NPYLR7 ag | mcGAS lum | hcGAS inh
Cc1ccc2c(C)nc(N3CCCC(C(=O)N4CCC(Oc5ccccc5F)CC4)C3)nc2c1 (configuration not stated) | 7 | -26 | -8
C/C(=N/N=C1\NC(=O)C(CC(=O)Nc2ccccc2)S1)C(C)(C)C (configuration not stated) | 3 | . | -12
CC(C)(C)c1cn2nc(NCCCn3nc4ccccn4c3=O)sc2n1 | 0 | -9 | -4
O=C(CCn1cnnc1)N1CCC(N2CCCC(O)C2)CC1 (configuration not stated) | . | -6 | -9
O=C(NCC1COc2ccccc2O1)c1coc(=O)c2ccccc12 (configuration not stated) | 0 | . | 2
COC(=O)c1cccc(CN2CCCN(c3ccncc3C)CC2)c1 | 1 | . | -5
Cn1ccsc1=NC(=O)CCNC(=O)c1ccc(F)cc1Cl | 11 | -14 | -5
COc1ccc(S(=O)(=O)Nc2ccc3c(c2)CN(C(=O)C2CC2)CC3)cc1Cl | 12 | . | -5
Cc1ccc(CSc2nc3ccccc3[nH]2)c(C)c1 | -2 | -5 | -5
CCOCC(=O)Nc1ccc(-c2ccc3nnc(C)n3n2)cc1 | -11 | -7 | -6
CCc1ccc2nc(N(Cc3cccnc3)C(=O)c3ccc(C#N)cc3)sc2c1 | -4 | -7 | -1
Cc1cc(C(=O)N2CC(=O)N3CC(C)c4ccccc4C3C2)c(C)o1 (configuration not stated) | 5 | -6 | -9
CCn1c(C)cc(O)c(C(c2ccc(SC)cc2)N2CCN(c3ccccc3F)CC2)c1=O (configuration not stated) | 12 | . | -8
Cc1ccc(NC(=O)CSc2nc(=O)n(CCCN3CCOCC3)c3c2CCC3)cc1 | 0 | -9 | -9
CCOC(=O)C1CCN(S(=O)(=O)c2c(C)n(C)c(=O)n(C)c2=O)CC1 | -1 | -7 | -6
CCCN(Cc1c(CC)nn(-c2ccc(F)cc2)c1N1CCN(C(C)C)CC1)C(=O)Nc1ccc(SC)cc1 | 16 | -8 | -3
Cc1cc(Br)c(O)c(C(=O)OCC(=O)N2C(C)CCCC2C)c1 (configuration not stated) | 1 | . | -1
Cc1ccc(CN(C(=O)c2cnc3cccc(C)n3c2=O)C2CC2)s1 | -14 | . | -4
c1ccc2c(c1)CCN(C1CCCN(Cc3cc4ccccc4o3)C1)C2 (configuration not stated) | -1 | -8 | -8
O=[N+]([O-])c1ccc(CN(Cc2cccn2Cc2ccc(F)cc2)C2CC2)cc1 | 0 | -6 | -5
COc1ccccc1C=C1CCCC2C1=Nc1ncnn1C2c1ccccc1OC (configuration not stated) | 3 | . | -3
CN(C)CCN(Cc1ccc(Cl)cc1)c1ccccn1 | -5&11 | -5 | 1&-6

Molecules listed so far that have a COOH group:
SMILES | NPYLR7 ag | mcGAS lum | hcGAS inh
O=C(C1CCN(Cc2ccco2)CC1)N1C[C@@H]2CNC[C@]2(C(=O)O)C1 | 14 | . | -9
O=C(O)c1c(Cl)c(Cl)c(Cl)c(Cl)c1C(=O)N1CCCC1 | -11 | . | -6

Next section:
SMILES | NPYLR7 ag | mcGAS lum | hcGAS inh
CCOC(=O)CCC(=O)N1CCN(c2cc(Oc3ccc(OC)cc3)ncn2)CC1C (configuration not stated) | . | -9 | -5
CC(=O)Nc1ccc(NS(=O)(=O)c2ccccc2F)cc1O | 3 | -6 | -7
COc1ccccc1C(=O)Cn1c(C)c(C(=O)NCc2ccccc2C(F)(F)F)sc1=O | -1 | . | -3
CSc1nc2nc(C)c(C)nc2c(=O)n1C | -2 | . | -10
CCCC(=O)N1CCC1(C)C(=O)Nc1scc(C)c1C#N (configuration not stated) | 7 | -7 | -17
O=C(c1ccco1)N(Cc1ccco1)Cc1nccn1Cc1ccccc1F | -8 | -7 | -9
O=C(NNS(=O)(=O)c1cccc(Cl)c1Cl)c1cc2c(s1)CCCCC2 | -1 | -2 | 5
N#CC1C(=N)Oc2nc[nH]c(=O)c2C1c1ccccc1 (configuration not stated) | 4 | -4 | -4
Cc1ccc(N(C(=O)NC(=O)NC2CCS(=O)(=O)C2)S(=O)(=O)c2ccccc2)cc1 (configuration not stated) | 6 | . | -3
Cn1c(SCC(=O)N2CCOCC2)nc2ccccc21 | 6 | -4 | -6
CCS(=O)(=O)c1ncc(CN2CCCC(c3cccc(C)c3)C2)n1CCOC (configuration not stated) | 6 | . | -7
CCc1nnsc1C(=O)N1CCC(C(=O)Nc2ccccc2)CC1 | 7 | . | -6
COc1ccc(N2CCN(C(=O)COc3ccc4c(c3)CCC4)CC2)cc1 | 2 | -6 | -4
NC(=O)CCNS(=O)(=O)c1cc2cc(Cl)ccc2s1 | -1 | -8 | -2
COc1cc(F)c(C(=O)N2CCOC(COc3ccc(F)cc3)C2)c(F)c1 (configuration not stated) | 33 | . | -7
Fc1cccc(F)c1C=NNc1ncc(Cl)cc1Cl | -1 | . | 0
Cc1cccc(CN(Cc2cccnc2)CC2CCCN(C3CCCCC3)C2)n1 (configuration not stated) | 0 | . | -9
CCCN1CCN(c2ncc3c(n2)CCNC3)CC1 | . | -3 | -1
N#Cc1ccc(Cl)cc1NC(=O)CSc1n[nH]c(N)n1 | -4 | . | 5
CS(=O)(=O)N(CCC#N)Cc1ccc(C=C2C(=O)c3ccccc3C2=O)o1 | 8 | . | 2
COCCNC(=O)[C@@]1(OCc2cccc(C)c2)CC(OCc2cccc(Cl)c2)[C@H](O)[C@H](O)C1 (some centres not stated) | 3 | -6 | -9
CC(=O)Nc1cc(NC(C)=O)cc(C(=O)N(C)C(C)c2ccc(F)cc2)c1 (configuration not stated) | -1 | -10 | -4
COc1cn(CC(=O)Nc2ccccc2)c(CSc2nncn2C)cc1=O | 0 | -10 | -5
Cc1ccc(CNC(=O)c2ccc(S(C)(=O)=O)cc2)n1C | 1 | . | -12
COc1ccc(S(=O)(=O)c2cnc3cc(OC)c(OC)cc3c2N2CCCC2)cc1 | 3 | -2 | 2
Clc1ccccc1CNc1nn[nH]n1 | 1 | 0 | 3
C=CCNc1nnc(SCC(=O)NC(=O)c2cccn2C)s1 | -1 | -6 | -4
CCOC(=O)c1c(C)[nH]c(C)c1C(=O)COC(=O)c1cc2c(s1)CCC2 | 10 | . | 0
CCC(C)N(Cc1cccc(Cl)c1)Cc1nc(C(=O)NCCN2CCOCC2)co1 (configuration not stated) | -13 | 1 | 5
CC(C)n1ncc2c1CCC(N(CC(=O)NC1CC1)C1CCc3c(cnn3C(C)C)C1)C2 (configuration not stated) | 9 | . | -2
COc1ccc(C=C(Cl)c2ncc(-c3ccc(F)cc3)o2)cc1 | 11 | . | -8
CC(C)c1ccc(S(=O)(=O)C2C(=O)NC3(C)CC2c2cc(Br)ccc2O3)cc1 (configuration not stated) | 16 | -9 | -13
CCOC(=NCCCN(C)C)NC(=O)c1ccc(F)cc1 | 8 | -5 | -4
CCOC(=O)C1CCN(C(=O)c2cc(-c3cccc(OC)c3)nn2-c2ccc(OC)cc2)CC1 | 3 | -4 | -3
CC1C(=O)N(c2cccc(Br)c2)CCN1C(=O)c1ccccc1F (configuration not stated) | 0 | . | -5
COCCn1cc(NC(=O)Nc2ccc(F)cc2F)c2ccccc21 | 16 | . | -12
O=C(Cc1ccc2c(c1)OCO2)NCc1cccnc1N1CCOCC1 | 0 | -10 | -6
O=S(=O)(NC1CC1c1ccc(F)cc1)c1ccc2c(c1)OCCO2 (configuration not stated) | -24 | . | -7
CCC1CCCCN1Cc1nc2c(c(=O)n(C)c(=O)n2C)n1CCN1CCOCC1 (configuration not stated) | 4 | . | 8
COc1cc(C=Nc2cc(F)ccc2F)cc(OC)c1OC | 6 | -5 | -5

An excerpt from above in order of molecular weight, low to high:
SMILES | NPYLR7 ag | mcGAS lum | hcGAS inh
CCOC(=NCCCN(C)C)NC(=O)c1ccc(F)cc1 | 8 | -5 | -4
COc1cc(C=Nc2cc(F)ccc2F)cc(OC)c1OC | 6 | -5 | -5
COCCn1cc(NC(=O)Nc2ccc(F)cc2F)c2ccccc21 | 16 | . | -12
O=S(=O)(NC1CC1c1ccc(F)cc1)c1ccc2c(c1)OCCO2 (configuration not stated) | -24 | . | -7
O=C(Cc1ccc2c(c1)OCO2)NCc1cccnc1N1CCOCC1 | 0 | -10 | -6
CCC(C)N(Cc1cccc(Cl)c1)Cc1nc(C(=O)NCCN2CCOCC2)co1 (configuration not stated) | -13 | 1 | 5
CCOC(=O)C1CCN(C(=O)c2cc(-c3cccc(OC)c3)nn2-c2ccc(OC)cc2)CC1 | 3 | -4 | -3

Other entries follow.
SMILES | NPYLR7 ag | mcGAS lum | hcGAS inh
CCOCCCn1c(=NC(C)=O)c(C#N)cc2c(=O)n3ccccc3nc21 | 4 | . | -4
CCN(CC)C(=O)Cn1cc(C(=O)N2CCC3(C=Cc4ccccc43)CC2)nn1 | 1 | . | -5
O=C(Nc1ccc(S(=O)(=O)N2CCOCC2)cc1)c1cc(Cl)c2c(c1)OCCO2 | 1 | -8 | -5
COc1cccc2oc(C(=O)c3ccc(NC(=O)C(C)C)cc3)cc12 | 2 | . | -5
COC(=O)CC(=O)N1CCN(c2nccc(-c3cccs3)n2)CC1 | -6 | -7 | -7
Cc1nn(C)cc1CN(C)C(=O)c1cc2ccccc2oc1=O | 2 | . | -7
